Assay outcomes: PubChem, National Center for Advancing Translational Sciences (NCATS)
Menin-MLL TR inh: displaces Texas Red mutant MLL peptide from human menin. Menin + Texas Red MLL mutant peptide, fluorescence polarization. hit rate 0.23% among 270,000. AID 1768. Potency, µM (series often up to 61.6 µM), without a hit: at the highest dose FP activity change, negative = inhibition, most hits filed as inhibitors. O00255; active = well fitted inhibition curve with a large enough effect in the polarisation, with a control signal flat, not every such curve was filed as active; inconclusive = small, poorly fitted or top-dose-only effect, or effect the other way, or a change in a side signal; inactive = no such curve, though single readings can be large or run the other way; the % refers to the polarisation; note: potency is the fitted concentration of half-maximal effect; % of control where 0% means no effect; many of its hits are not listed in these tables
RORgamma inh: inhibitors of mouse ROR gamma transcriptional activity. P51450. Drosophila S2 Gal4-RORgamma UAS-luciferase reporter, 20 h. Potency, µM (top dose mostly 53.6 µM), without a hit: at the highest dose activity change, negative = inhibition, most hits filed as inhibitors. hit rate 5.4% among 310,000. AID 2551; note: potency is the fitted concentration of half-maximal effect; % is set by controls: 0 for no effect and ±100 for the full control effect; nearly all actives have a fitted effect of over 60% in size
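Luciferase reporter read in Schneider cells carrying Gal4-RORγ (mouse) and UAS-Photinus luciferase; cells given compound 1 h before 700 uM copper sulfate induction, then incubated 20 h at ambient temperature.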
FLuc modulator: firefly luciferase modulation, counter-screen for miR-21 project. P08659. purified FLuc, Km substrates, luminescence inhibition. Potency, µM (doses to about 57.5 µM), for inactives: at the top dose activity change, negative = inhibition, actives largely listed as inhibitors. hit rate 6.9% among 360,000. AID 588342;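 note: potency is the fitted concentration of half-maximal effect; plate controls were vehicle for no effect and reference inhibitor for full effect; nearly all actives have a fitted effect of over 55% in size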
Target sequence (P08659 whole entry, looked up): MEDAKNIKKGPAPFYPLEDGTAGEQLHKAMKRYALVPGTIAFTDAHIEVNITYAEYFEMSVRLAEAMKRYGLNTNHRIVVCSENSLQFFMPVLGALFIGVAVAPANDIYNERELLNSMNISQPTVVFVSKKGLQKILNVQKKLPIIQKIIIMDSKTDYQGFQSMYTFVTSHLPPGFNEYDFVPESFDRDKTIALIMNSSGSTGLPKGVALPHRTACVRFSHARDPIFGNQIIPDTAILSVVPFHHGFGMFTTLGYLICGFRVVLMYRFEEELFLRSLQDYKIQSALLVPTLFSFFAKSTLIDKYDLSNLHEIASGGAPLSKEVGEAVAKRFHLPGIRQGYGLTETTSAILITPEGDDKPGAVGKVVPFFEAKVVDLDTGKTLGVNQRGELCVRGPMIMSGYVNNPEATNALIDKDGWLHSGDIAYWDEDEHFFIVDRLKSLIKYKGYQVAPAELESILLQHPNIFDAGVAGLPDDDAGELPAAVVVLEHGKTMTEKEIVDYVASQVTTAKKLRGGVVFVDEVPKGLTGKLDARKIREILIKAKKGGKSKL
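Purified P. pyralis luciferase (10nM final) with 10uM D-luciferin and 10uM ATP (Km levels) in 50mM Tris acetate pH 7.5, 10mM Mg acetate, 0.01% Tween-20, 0.05% BSA; qHTS 6-point titration, ~60 µM downward; luminescence read.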
PKM2 activator: increases activity of human pyruvate kinase M2; hit rate 0.34% among 260,000; purified PKM2, Kinase-Glo ATP luminescence, activation; response scale: 0% is enzyme alone, no compound; Potency, µM (top dose mostly 57.5 µM), for the others: top-dose activation, actives largely listed as activators; P14618; note: potency is the fitted concentration of half-maximal effect; % is set by controls: 0 for no effect and ±100 for the full control effect; nearly all actives have a fitted effect of over 55% in size
Target sequence (P14618 whole entry, looked up): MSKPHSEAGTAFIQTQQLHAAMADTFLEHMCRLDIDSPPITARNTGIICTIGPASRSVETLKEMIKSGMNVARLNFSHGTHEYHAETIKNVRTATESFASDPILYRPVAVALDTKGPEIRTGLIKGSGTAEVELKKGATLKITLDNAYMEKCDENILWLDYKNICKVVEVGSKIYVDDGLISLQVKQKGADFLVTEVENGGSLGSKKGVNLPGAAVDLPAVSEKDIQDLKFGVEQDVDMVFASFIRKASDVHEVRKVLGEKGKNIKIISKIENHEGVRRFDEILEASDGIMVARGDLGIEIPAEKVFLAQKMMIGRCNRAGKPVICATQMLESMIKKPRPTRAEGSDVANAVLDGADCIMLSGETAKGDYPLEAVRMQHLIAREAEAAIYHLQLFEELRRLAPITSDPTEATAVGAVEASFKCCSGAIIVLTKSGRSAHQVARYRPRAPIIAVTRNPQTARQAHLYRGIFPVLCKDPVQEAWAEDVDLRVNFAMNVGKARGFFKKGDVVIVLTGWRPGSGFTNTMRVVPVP
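Kinase-Glo luminescence reports ATP generated from ADP (0.1 mM) and PEP (0.5 mM) by purified hPK-M2 after 1 h at room temperature, pH 7.2 imidazole buffer; intermediate enzyme activity allows detecting inhibitors and activators.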
BRCA1 expr up: BRCA1 expression activation | hit rate 1.1% among 380,000 | MCF7-BRCA1-FFLuc reporter, luminescence, 48 h; response scale: scaled: vehicle 0%, 10 µM genistein 100% | Potency, µM (doses to about 46.1 µM), for the others: at the top dose activation, most hits filed as activators; note: potency is the fitted concentration of half-maximal effect; nearly all actives have a fitted effect of over 80% in size; some results filed as inactive show a strong effect at the top dose
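Compounds are tested at multiple concentrations on MCF7 BRCA1-luciferase reporter cells seeded at 2000 per well; after 48 h, a single luminescence end-point is taken and curves fitted to the normalized data.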
p53 reactivation: restores transcriptional activity of mutant p53; AID 504706; Potency, µM (titrated, usually from 92.2 µM), for the others: top-dose activity change, positive = activation, usual class: activators; H1299 p53-A138V BP100-luciferase reporter, luminescence, 24 h; hit rate 0.063% among 320,000; note: potency is the fitted concentration of half-maximal effect; % of control where 0% means no effect; nearly all actives have a fitted effect of over 45% in size
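p53-null H1299 cells stably carrying temperature-sensitive p53-A138V and a BP100-luciferase reporter were pinned with compounds (4-point, 1:5 series) and held 24 hrs at 37 deg C. Luminescence was read 10 min after detection reagent.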
Giardia kill: kills Giardia lamblia. Giardia lamblia trophozoite viability. activity change, % at 7.66 µM, hits read low. hit rate 0.15% among 340,000; in the data active = activity change below about -80%; inconclusive = between about -30% and that limit;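 note: parasites exposed to compound for two days anaerobically before the ATP read; % is set by controls: 0 for no effect and ±100 for the full control effect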
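Compounds were tested on trophozoites seeded at 100 cells/well and held 48 hrs at 37 deg C anaerobically. An ATP-based luminescent kit measured the remaining live cells.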
NPC1 prom act: activators of NPC1 promoter; Huh7 NPC1 promoter luciferase reporter, 24 h; Potency, µM (titrated, usually from 9.22 µM), inactives show at the highest dose activation, hits mostly activators; hit rate 2.4% among 320,000;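 note: potency is the fitted concentration of half-maximal effect; % of control where 0% means no effect; nearly all actives have a fitted effect of over 60% in size; reporter is driven by a mutant NPC1 promoter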
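Huh7 cells stably carrying NPC1 promoter–luciferase, plated in Opti-MEM with 10% FBS for 2 h, were exposed to compound in DMSO for 24 h at 37 °C; luciferase reagent was added for 10 min and luminescence read.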
ELG1 genotoxic: induces genotoxicity in HEK293T cells with luciferase-tagged ELG1; Potency, µM (doses to about 46 µM), without a hit: top-dose activity change, positive = activation, hits mostly activators; AID 504466; HEK293T ELG1-luciferase reporter, luminescence, 16 h; hit rate 1.3% among 330,000; note: potency is the fitted concentration of half-maximal effect; % of control where 0% means no effect; nearly all actives have a fitted effect of over 60% in size
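ELG1-luciferase HEK293T cells, 2,000/well; compound pinned in; 16 hr, 37 °C, 5% CO2; ONE-Glo, 30 min RT; luminescence on CCD imager.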
Gal4-VP16 FLuc: counter-screen for ROR gamma inhibitors: Gal4-VP16 reporter | Drosophila S2 Gal4-VP16 UAS-luciferase, luminescence, 20 h | Potency, µM (doses to about 53.6 µM), inactives show at the highest dose activity, negative = inhibition, actives largely listed as inhibitors | hit rate 3.5% among 310,000;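 note: Gal4-VP16 expression switched on by copper sulfate through the metallothionein promoter; potency is the fitted concentration of half-maximal effect; % is set by controls: 0 for no effect and ±100 for the full control effect; nearly all actives have a fitted effect of over 50% in size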
Rab9 promoter act: Rab9 promoter activation. Huh7 Rab9 promoter-luciferase reporter, luminescence, 24 h. Potency, µM (titrated, usually from 9.22 µM), without a hit: at the highest dose activation, negative = inhibition, actives largely listed as activators. hit rate 2.8% among 320,000. AID 485297; note: potency is the fitted concentration of half-maximal effect; % of control where 0% means no effect; nearly all actives have a fitted effect of over 60% in size
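Measured in stably transfected Huh7 cells bearing a Rab9 promoter–luciferase construct: 24 h compound treatment at 37 °C, followed by luminescence detection.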
Numbers without * were called inactive; ? = inconclusive; . = no result given; [ ] = remark or other dose. Unless noted, calls come from the whole dose curve; as a rule, active = well fitted curve in the direction sought with a large enough effect; inconclusive = small, poorly fitted or top-dose-only effect, or another doubt; inactive = no such curve, though single readings can be large; an effect the other way counts as inactive or inconclusive. A portion of the library, so the mix of outcomes need not match the whole.

Results follow in this order: Menin-MLL TR inh	RORgamma inh	FLuc modulator	PKM2 activator	BRCA1 expr up	p53 reactivation	Giardia kill	NPC1 prom act	ELG1 genotoxic	Gal4-VP16 FLuc	Rab9 promoter act
> Cc1nc(N)c(CC(Br)CBr)c(Cl)n1 (stereo not drawn)
  .	7%	2%	-2%	22%	-6%	8	11%	-21%	-4%	1%
> CCCCCCCCCn1c2c(c(=N)c3c1CCC3)CCCC2
  ?	4µM*	2%	-3%	-93%[inhibitor]	-10%	-20	-37%[inhibitor]	-6%	?	-59%[inhibitor]
> COc1ccc(Cl)cc1S(=O)(=O)N1CCCC(C(=O)NCc2ccccc2)C1 (stereo not drawn)
  -4%	.	3%	3%	-21%	.	14	-1%	-4%	.	-3%
> CN(C)c1ccc(N2CN=C3SCC(=O)N3C2)cc1
  9%	3%	11µM*	-23%	?	-7%	-13	15%	?	-10%	6%
> CCc1nnc(NC(=O)CSc2nnc(CNc3ccc(F)cc3)n2C2CCCCC2)s1
  1%	16%	5%	-11%	-19%	-3%	9	16%	-6%	-10%	13%
> CN(CCCNC(=O)c1ccc(CS(=O)c2ccc(Br)cc2)o1)Cc1ccccc1 (stereo not drawn)
  .	-16%	1%	.	-5%	24%	2	-3%	-1%	2%	-2%
> Fc1cccc(Cl)c1CSc1ccc(-c2cccnc2)nn1
  -6%	31%	?	-1%	?	7%	4	14%	14%	14%	28%
> COc1ccc(C(=O)NNC(=S)NC(=O)c2ccc(Br)o2)cc1OC
  33%[activator]	-12%	-5%	2%	-35%	-4%	-6	-5%	0%	-22%	6%
> O=C(Nc1cccc([N+](=O)[O-])c1)C(=O)N1CCCCC1
  2%	19%	?	-4%	4.5µM*	9%	7	?	?	6%	1.3µM*
> CCN(CCNC(=O)CN(C)S(=O)(=O)c1cccc2nsnc12)c1ccccc1
  -1%	26%	-1%	2%	2%	-2%	4	5%	-8%	12%	-2%
> CCOc1ccc(NC(=S)NC(=O)c2cnn(CC)c2)c([N+](=O)[O-])c1
  -15%	.	0%	1%	-3%	.	7	-1%	2%	.	-2%
> O=C(CSc1nnc(-c2ccncc2)n1-c1ccc(Cl)cc1)N1CCOCC1
  11%	18%	0%	7%	14%	-5%	12	-3%	4%	-1%	1%
> C#CCOCCOCCOCCNc1nc(N2CCN(C(=O)[C@H]([C@@H](C)CC)n3cc(CCC(=O)O)nn3)CC2)nc(N2CCN(C(=O)[C@H](C)n3cc(CCCN=C(N)N)nn3)CC2)n1
  -3%	3%	-14%	-3%	5%	7%	-1	1%	2%	-4%	-2%
> Cc1ccc(Cn2cnc3c(nnn3Cc3ccc(Cl)cc3)c2=O)cc1
  ?	-12%	7%	2%	-2%	2%	0	-5%	5%	-2%	-2%
> CCS(=O)(=O)N1N=C(c2ccccc2)CC1c1ccc2nccnc2c1 (stereo not drawn)
  -5%	78%	-14%	-12%	-15%	0%	11	3%	1%	-17%	7%
> O=[N+]([O-])c1ccccc1S(=O)(=O)N(CC1CO1)c1ccccc1 (stereo not drawn)
  5%	-3%	1%	.	-9%	14%	4	0%	1%	7%	2%
> COc1ccc(CNC(=O)CCc2nc3cc(S(=O)(=O)N(C)C)ccc3n2C)cc1OC
  -1%	0%	5%	?	-13%	4%	24	-1%	-2%	9%	-2%
> Cc1ccc(NC(=O)Nc2cccc([N+](=O)[O-])c2)nc1
  32%[activator]	6%	6%	-5%	95%	7%	13	?	16%	29%	?
> O=C(NCc1ccco1)c1cccc(Br)c1
  0%	-12%	?	0%	0%	.	-5	-2%	0%	-8%	0%
> CC(C)(C)c1ccc(OC(=O)c2ccc(-n3cncn3)nc2)cc1
  5%	0%	5%	2%	.	-3%	.	-3%	3%	3%	4%
> Cc1c(NC(=O)c2ccc(Br)o2)c(=O)n(-c2ccccc2)n1C
  -23%	10%[0.365 µM]	4%	-12%	-2%	-11%	0	1%	-3%	.	-2%
> O=C(NCc1cn(-c2ccccc2)nc1-c1ccc(F)cc1)c1cccc([N+](=O)[O-])c1
  ?	?	?	-1%	-30%	-24%	-5	-2%	-1%	?	-1%
> C/C(CC(C)C)=N\NC(=O)Nc1ccccc1
  -1%	6%	?	-11%	-1%	?	24	14%	11%	0%	?
> C#CCOCCOCCOCCNc1nc(N2CCN(C(=O)CCCCCCCCCCNC(=O)Cn3cc(CCCCCN)nn3)CC2)nc(N2CCN(C(=O)CCCCCCCCCCNC(=O)[C@H]([C@@H](C)CC)n3cc(CCCCN=C(N)N)nn3)CC2)n1
  .	.	?	.	-64%	-22%	?	1%	-7%	.	-6%
> O=C(NNC1=NCCC1)c1ccc(Br)cc1
  12%	5.6µM*	0%	7%	19%	-1%	-1	1%	5%	6.3µM*	-6%
> CCOCc1cc(CN2CCCC(CNC(=O)c3ccco3)C2)ccc1OC (stereo not drawn)
  .	-10%	0%	.	-16%	3%	8	-1%	0%	-4%	-3%
> COc1cc(-c2nc(-c3ccc4c(c3)-c3ccccc3S4(=O)=O)c(-c3ccccc3)[nH]2)cc(OC)c1O
  ?	?	6.7µM*	11%	-77%[inhibitor]	8%	-11	7%	-12%	4.5µM*	1%
> CCN(CC)S(=O)(=O)c1cccc(C(=O)N[C@H](C(=O)Nc2nc3ccccc3s2)C(C)C)c1
  0%	39%	?	-4%	41%	?	-1	10%	6%	12%	18%
> C=CCOc1cccc(C2C(C(=O)c3ccco3)=C(O)C(=O)N2CCN(CC)CC)c1 (stereo not drawn)
  0%	23%	-4%	-6%	1%	7%	-6	4%	2%	1%	8%
> Cc1ccc(S(=O)(=O)NNC(=O)c2cnn(-c3ccccc3)c2C(F)(F)F)cc1
  .	36%	-1%	1%	-7%	-2%	-7	-6%	-10%	-3%	-3%
> O=C(CSCc1ccccc1)Nc1ccc(S(=O)(=O)N2CCOCC2)cc1
  ?	29%	6%	4%	0%	0%	7	1%	-5%	-6%	0%
> COc1ccc(C(C(=O)NC2CCCCC2)N(C(=O)CCl)c2ccc(C)cc2)cc1 (stereo not drawn)
  -5%	-31%	11%	4%	-80%[inhibitor]	-4%	12	-33%[inhibitor]	-5%	0%	-44%[inhibitor]
> CCc1ccc(NC(=O)Cn2cc([N+](=O)[O-])nc2C)cc1
  2%	17%	-1%	1%	3%	.	-1	-6%	-5%	-19%	-4%
> CC1Cc2ccccc2N1C(=O)CN(C)CC(=O)Nc1ccc(F)cc1 (stereo not drawn)
  .	.	0%	.	-10%	-13%	5	0%	-2%	.	-2%
> O=C(Cn1nnc(-c2ccccc2)n1)NNC(=O)c1ccccc1
  6%	-8%	-4%	2%	-4%	0%	-8	-4%	0%	0%	-2%
> O=C(Cn1cc2c(n1)CCCC2)NCC1CCCO1 (stereo not drawn)
  2%	9%	5%	1%	4%	1%	11	0%	-14%	-2%	-3%
> COc1ccc(NC(=S)Nc2cc(C(F)(F)F)ccc2F)cc1
  33%[activator]	?	3%	-1%	5%	-2%	6	-1%	0%	2%	-1%
> O=C1NC2(NN1c1ccccc1)C1CC3CC(C1)CC2C3 (stereo not drawn)
  -2%	-15%	1%	-3%	4%	0%	-7	2%	1%	3%	-3%
> CCC1(C)Cc2c(sc3nnn(CC(=O)Nc4cccc5ccccc45)c(=O)c23)CO1 (stereo not drawn)
  ?	20%	-1%	2%	-43%	-21%	1	-3%	-7%	-2%	4%
> O=C(CCS(=O)(=O)c1cccc2nsnc12)NCc1ccccc1
  38%[activator]	8%	2%	5%	1%	-6%	-6	1%	0%	-8%	0%
> Cc1ccccc1C1CC(c2ccccc2OC(F)F)Nc2ncnn21 (stereo not drawn)
  -16%	?	6%	3%	-30%	-7%	-11	-5%	1%	-5%	24%
> CN(CC(=O)Nc1ncn[nH]1)S(=O)(=O)c1ccc(Cl)cc1
  16%	-11%	-1%	1%	-4%	7%	-5	-5%	-15%	-1%	-2%
> CC(C)(C)c1ccc(-c2nnc(NC(=O)c3ccccc3)s2)cc1
  45%[activator]	7.9µM*	1.7µM*	0%	3.2µM*	-3%	0	?	3%	?	?
> CCOc1ccc(S(=O)(=O)N2CCN(C(=O)c3cc(S(=O)(=O)N4CCOCC4)ccc3C)CC2)cc1
  .	.	4%	.	-3%	3%	3	-2%	0%	.	-4%
> CC1=C(C(=O)NC(C)CCc2ccccc2)C2(CCC(C)CC2)OC1=O (stereo not drawn)
  -24%	4%	-6%	0%	-17%	2%	-25	1%	-15%	-21%	3%
> COc1ccc(C2C(C(=O)c3cc4cccc(OC)c4o3)=C(O)C(=O)N2CCCN(C)C)cc1OC (stereo not drawn)
  0%	-8%	6%	-1%	.	3%	.	1%	-9%	-11%	-1%
> O=C(Cc1ccccc1)Nc1ccc(SC(F)F)cc1
  27%	?	17µM*	-5%	?	?	8	4µM*	12%	?	3.2µM*
